Compound activity from PubChem BioAssay.
Cardio protect – myocardial damage modulation in H9c2 cells; H9c2 cardiomyocytes, H2O2 injury protection, ATPLite, 2 h; protection from H2O2 cell death, % at 20 µM; hit rate 0.63% among 360,000; AID 588492;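 active = compounds giving at least 50% protection of heart cells from peroxide-induced death in the single-dose screen, raw or plate-pattern-corrected value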;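 also: 0% = DMSO wells with peroxide and 100% = DMSO wells without peroxide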
PDI inh – PDI (human) enzyme inhibition | P07237 | PDI insulin aggregation turbidity, A650, 90 min | inhibition, % at 10 µM | hit rate 0.052% among 350,000 | AID 588391;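 active = mean inhibition across replicates of 30% or more, whatever share of single replicates reach that level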;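 also: absorbance from insulin aggregation driven by PDI reduction with DTT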
TRPM1 prom inh – MITF TRPM1 promoter inhibition in SK-MEL-5 cells. SK-MEL-5 TRPM1 promoter luciferase, 24 h. inhibition, % at 12.5 µM. hit rate 0.83% among 330,000. AID 488899;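 active = mean inhibition across replicates of 60% or more, whatever share of single replicates reaches that level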; also: values of inactives mirror those of a sister screen read the other way
hiPSC survival – enhancers of human iPSC single-cell survival; hiPSC single-cell survival, ATPlite luminescence; 100% = ROCK inhibitor wells, 0% = DMSO; survival enhancement, % at 20 µM; hit rate 0.044% among 360,000; in the data active = survival enhancement above about 18%;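 also: cells exposed to compounds for 16 hours before the ATP read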
Peg3 promoter – reduces Peg3 promoter-driven luciferase expression in HeLa | AID 588405 | inhibition, % at 20 µM | hit rate 1.7% among 360,000 | HeLa PEG-Prom luciferase reporter, luminescence, overnight;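 active = inhibition of at least 50% at 20 µM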
NR2E3 ag-1 – NR2E3 (human) agonism; AID 2300; hit rate 0.12% among 320,000; inhibition of corepressor binding, % at 4.78 µM; Q9Y5X4; GST-NR2E3/biotin-RetCOR TR-FRET, 1536-well;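 active = percent inhibition above the cutoff of mean plus 3 SD of all tested compounds, set per screening campaign, cut at about 20% in these data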;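 also: 0% = DMSO wells and 100% = biotin wells as full block of FRET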
Target sequence (Q9Y5X4 whole entry, looked up): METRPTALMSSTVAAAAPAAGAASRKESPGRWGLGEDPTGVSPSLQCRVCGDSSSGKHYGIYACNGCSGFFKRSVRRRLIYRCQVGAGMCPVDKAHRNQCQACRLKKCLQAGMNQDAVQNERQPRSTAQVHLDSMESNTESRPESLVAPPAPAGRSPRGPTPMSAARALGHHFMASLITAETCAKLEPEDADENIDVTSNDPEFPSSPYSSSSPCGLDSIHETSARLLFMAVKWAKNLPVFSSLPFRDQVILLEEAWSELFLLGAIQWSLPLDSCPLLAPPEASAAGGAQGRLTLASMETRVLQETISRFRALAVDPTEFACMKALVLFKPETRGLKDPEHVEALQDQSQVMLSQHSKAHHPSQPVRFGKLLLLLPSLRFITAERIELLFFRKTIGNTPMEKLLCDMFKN
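Assay system: NR2E3–RetCOR corepressor complex. Quantity: 1.35 nM GST-NR2E3. Buffer or medium: pH 7.5 Tris-based buffer. Reagent: biotinylated RetCOR corepressor at 7 nM final. Schedule: 5 h at 4 °C. Detection: TR-FRET, emission read at 617 and 671 nm. Replicates: one well per compound, singlicate testing.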
Shn3 inh set2 – reduces Shn3 3'UTR luciferase signal in osteoblasts; Clone20 osteoblast Shn3 3'UTR firefly luciferase, 24 h; inhibition, % at 12.5 µM; hit rate 0.52% among 360,000; AID 588674;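 active = mean inhibition of at least 75% with every replicate also reaching 75%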;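 also: 0% = median of neutral control wells and 100% = pilot-screen positive control compound; some compounds past the cut are filed as inactive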
CaV13 ICDI inh – Disruptors of the CACNA1D IQ motif to Ca2+-dependent inactivation inhibitor domain association, primary screening, Förster resonance energy transfer in intact living … | HEK cells, CFP/YFP FRET ICDI-IQ, plate reader, 10 min; percent FRET-ratio fall versus neutral wells | inhibition, % at 12.3 µM | hit rate 0.098% among 340,000;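 active = mean replicate inhibition of at least 30% and at least 1% of replicates passing that level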;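 also: 0% = median of the neutral control wells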
HTR2A ag – mouse HTR2A agonism via beta-arrestin recruitment; P35363; CHO-K1 mHTR2A beta-arrestin complementation, luminescence; percent of 30 µM serotonin response; activation, % at 7.6 µM; hit rate 0.66% among 360,000; AID 624169;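 active = activation above a run cutoff, the mean activation of all tested compounds plus 3 SD, cut at about 14% in these data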;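 also: 0% = plate median of compound wells and 100% = 30 µM serotonin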
Target sequence (P35363 whole entry, looked up): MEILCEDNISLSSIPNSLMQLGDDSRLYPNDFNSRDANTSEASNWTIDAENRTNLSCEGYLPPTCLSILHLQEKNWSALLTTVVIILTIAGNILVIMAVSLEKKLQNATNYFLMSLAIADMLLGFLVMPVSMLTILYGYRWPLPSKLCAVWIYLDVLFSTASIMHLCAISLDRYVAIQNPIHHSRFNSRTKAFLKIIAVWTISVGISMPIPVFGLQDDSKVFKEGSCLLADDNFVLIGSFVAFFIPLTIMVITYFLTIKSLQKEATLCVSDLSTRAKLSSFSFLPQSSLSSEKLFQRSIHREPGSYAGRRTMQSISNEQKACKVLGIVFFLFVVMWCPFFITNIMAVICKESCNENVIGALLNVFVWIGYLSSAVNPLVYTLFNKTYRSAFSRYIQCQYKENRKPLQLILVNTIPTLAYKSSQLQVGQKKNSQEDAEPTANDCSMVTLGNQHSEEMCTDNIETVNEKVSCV
NR2E3 ag-2 – human photoreceptor-specific nuclear receptor agonism | Q9Y5X4 | AID 602229 | hit rate 0.35% among 360,000 | CHO-S Gal4-NCOR/VP16-NR2E3 two-hybrid, luciferase | inhibition of corepressor binding, % at 3.98 µM;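 active = inhibition above the mean of all tested compounds plus 3 SD, cut at about 70% in these data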;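 also: 0% = DMSO with NR2E3 transfected cells and 100% = cells lacking NR2E3 construct; higher means lower luciferase signal from less NR2E3 corepressor binding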
HIF-2a inh – inhibitors of HIF-2a. AID 624352. hit rate 0.72% among 360,000. inhibition, % at 18.8 µM. 786-0 RCC cells HIF-2a reporter, luciferase luminescence, overnight;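 active = inhibition of the luminescence signal of 40% or more relative to plate controls, in a single-dose primary screen at 18.75 µM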
Numbers without * were called inactive; nt = not tested or not shown.

The line under a structure holds: Cardio protect, PDI inh, TRPM1 prom inh, hiPSC survival, Peg3 promoter, NR2E3 ag-1, Shn3 inh set2, CaV13 ICDI inh, HTR2A ag, NR2E3 ag-2, HIF-2a inh
- COc1ccc(CCNC(=O)C/C(C)=N/NC(=O)C2CCCCC2)cc1OC
→ 8.0, -4.5, 4.0, -1.0, -0.4, 0.0, -10.5, -3.1, 3.1, 6.0, 6.1
- Cc1ccc(S(=O)(=O)N2CCC(C(=O)N3CCC[C@H]3C(=O)NCc3ccccc3)CC2)cc1
→ -4.8, -9.8, 6.6, 0.3, 22.0, -0.2, 14.7, -4.0, -0.6, -6.2, 7.3
- CS(=O)(=O)N(CC(=O)NCCSC1CCCCC1)c1ccc2c(c1)OCO2
→ -7.4, 0.6, -2.7, -1.5, 10.8, -3.8, 7.2, -1.0, -4.4, -22.4, -2.9
- O=C(NCN1C(=O)C2C3C=CC(C3)C2C1=O)OC1CCCCC1 (stereo unspecified)
→ 0.2, -14.8, -13.1, 8.1, 8.2, -0.2, 1.5, -5.0, -0.6, -21.7, 19.9
- O=C(Nc1ccccc1)c1ncoc1-c1ccc(Cl)cc1
→ -3.8, 5.7, -0.5, 0.3, -51.6, 1.5, -21.7, -4.9, 1.3, -13.7, -99.1
- COc1ccccc1C1CC(=O)Oc2cc(C)cc(C)c21 (stereo unspecified)
→ -7.3, -9.2, 9.2, 0.0, -6.6, nt, -8.8, -5.6, 5.6, -26.7, 5.3
- O=[N+]([O-])c1cccc2ncccc12
→ -0.2, 1.2, 8.0, -0.1, -5.2, 7.7, 3.2, -4.3, nt, nt, 0.7
- Cc1ccc(S(=O)(=O)N(C)C[C@@H]2OCc3cn(nn3)CCCC(=O)N([C@H](C)CO)C[C@H]2C)cc1
→ 1.8, nt, nt, 1.6, 0.3, nt, 2.4, -7.8, -1.4, 3.7, 16.2
- O=C(NCCOC(=O)c1ccc(Cl)cc1)c1cccnc1
→ -2.8, 9.2, 5.8, 1.7, -1.8, 3.2, 10.7, nt, -3.5, 11.4, -7.3
- COc1ccccc1NC(=O)C(C)N1C(=O)C2CCCCC2C1=O (stereo unspecified)
→ 6.9, -2.7, -1.8, -2.2, 2.4, 3.7, 3.9, -4.7, 4.0, -1.6, 10.4
- CN(c1ccccc1)c1ccc(/C=N/NC(=O)CC#N)cc1
→ -5.4, -0.3, -5.7, 1.5, -9.3, -0.1, 4.6, -16.4, 4.3, -29.1, -27.4
- Cc1ccc(S(=O)(=O)NCCNC(=O)C2CCCNC2=O)cc1 (stereo unspecified)
→ 2.9, 10.0, 14.5, 0.6, 1.0, -1.0, -14.4, -2.5, -0.9, -12.5, 7.3
- COc1ccc2c(c1)CCc1cc(C(=O)N3CCN(c4ccc(N5CCOCC5)nn4)CC3)sc1-2
→ 27.7, 2.0, nt, -0.9, 27.8, 1.9, -7.4, nt, 3.7, 27.4, -29.5
- COc1ccc(/C=C2/Sc3ccc(C(=O)N4CCOCC4)cc3NC2=O)cc1OC
→ -0.3, -3.0, -5.8, -0.3, -7.8, -3.7, 3.4, -4.9, 0.5, -1.2, 12.8
- Cc1ccc(-c2nc(-c3ccc(Cl)cc3)sc2CC(=O)O)c(C)c1
→ -3.5, 4.3, 9.1, -0.2, 4.2, 4.3, 22.1, -6.1, 0.6, -27.8, -29.1
- CCOc1ncccc1C(=O)N(C)CC(=O)Nc1ccc(C)cc1
→ -1.3, 10.4, 4.7, -1.3, 13.5, 0.0, -18.3, -19.2, -0.1, 3.3, 0.9
- O=C1c2cccnc2-c2ncccc21
→ 1.5, 27.6, -5.9, 1.0, -1.4, 0.8, -19.9, -5.2, 1.1, -12.4, 8.3
- CC(C(=O)Nc1ccc2c(c1)OCO2)c1ccc([N+](=O)[O-])cc1 (stereo unspecified)
→ -3.4, -36.7, 11.6, 2.1, 11.0, 5.5, 11.8, -5.7, -2.7, 2.0, 14.1
- Cc1nc(S/C(=C/c2ccc(-c3cc(Cl)ccc3C)o2)C(=O)O)n[nH]1
→ 0.7, 0.5, 6.3, 0.1, 28.2, -0.6, -16.0, -20.2, 0.1, -29.6, -9.1
- Cc1cc(NC(=O)CCC(=O)N(c2cccc(F)c2)C(C(=O)NC2CCCC2)c2ccccc2)no1 (stereo unspecified)
→ -0.1, 2.7, 9.3, -0.6, 20.1, -0.4, 22.8, -3.2, 2.0, 17.6, 5.2
- CCOC(=O)C1=C(c2ccccc2)N=c2sc(=Cc3cc(OC)c(OC)c(OC)c3)c(=O)n2C1c1cccs1 (stereo unspecified)
→ 1.4, -6.3, nt, -3.2, 26.3, nt, 34.1, -7.9, 3.1, -32.2, 3.1
- Cc1cccc(NC(=O)Nc2ccc3c(c2)OCO3)n1
→ -13.4, 5.8, -63.6, -2.2, -299.0, 3.0, -57.1, -16.3, 1.3, -107.4, -245.2
- CC(C)CCn1nnnc1C(C(C)C)N1CCC(C(N)=O)CC1 (stereo unspecified)
→ 4.0, 10.2, 5.4, -2.4, -2.5, -0.4, 4.1, -4.3, -0.8, 1.3, 10.2
- COc1ccc2c(c1)-c1nc(N)sc1CC2
→ -13.2, -1.4, -9.5, -1.6, -36.7, 0.7, -31.5, -0.5, -1.8, -65.0, -32.9
- Cc1cccc(NC(=S)N2CCC(C(=O)c3ccc(F)cc3)CC2)c1C
→ -6.2, 4.2, -7.2, 0.2, 8.4, 4.6, 20.3, -7.0, -3.0, -10.8, 8.4
- Fc1ccc(CSc2nnc3ccc(-c4ccncc4)nn23)cc1
→ 3.7, 1.3, -2.2, 0.1, -1.1, 3.6, -13.0, -2.0, 2.3, 6.3, 5.3
- O=C1CC(N2CCOCC2)C(=O)N1CCN1C(=O)CC(N2CCOCC2)C1=O (stereo unspecified)
→ 3.2, 11.5, 1.0, -1.8, 6.0, 2.2, -1.0, nt, 4.2, -5.5, 20.6
- Cc1ccc(S(=O)(=O)n2nc(OC(=O)c3ccco3)cc2N)cc1
→ 3.6, -1.6, 5.1, -1.2, 6.4, 1.9, -19.9, -3.9, 4.5, -12.4, 4.5
- COc1ccc(S(=O)(=O)N2CCNC(=O)CC2)cc1
→ 5.0, 0.2, -1.0, 0.1, 7.9, 0.9, 12.8, -14.8, 0.8, -36.3, 9.3
- OCCC1CN(Cc2cnc(-c3ccc(Cl)cc3)nc2)CCN1C1CCCC1 (stereo unspecified)
→ 6.0, -2.1, 6.2, -0.2, 1.6, -0.2, 3.7, -5.0, -2.7, 17.1, 6.2
- CCN(CC)S(=O)(=O)c1ccc(C(=O)Oc2coc(CSc3nc(C)cc(C)n3)cc2=O)cc1
→ -15.0, -1.0, 3.4, -0.2, 22.3, -2.2, 17.2, -6.0, -0.7, -17.9, 19.2
- COc1ccc2cc(C3C(C#N)=C(N)OC(C)=C3C(C)=O)c(Cl)nc2c1 (stereo unspecified)
→ 8.6, 8.7, -9.0, -1.8, 2.1, 4.0, 9.8, 4.0, 1.0, -1.6, 11.1
- CCc1sc(C(=O)Nc2ncccc2C)cc1C
→ -2.0, 11.0, -11.4, 1.2, -87.1, -0.2, -15.8, -3.8, -8.4, -21.9, -105.0
- CCOC(=O)N1CCN(CCC(=O)Nc2ccc(OC)cc2OC)CC1
→ -2.3, 7.6, -1.8, 3.5, 9.7, 5.5, -11.2, -8.9, 2.3, 6.0, -4.2
- O=C(Nc1ccccc1)c1cccc(N2C(=O)CCC2=O)c1
→ 4.3, 4.3, 5.1, -2.9, 14.6, -1.3, -10.8, 0.0, -4.3, -2.9, 7.7
- Cc1ccn2cc(CCNS(=O)(=O)c3ccc4c(c3)CCCC4)nc2c1
→ -7.4, nt, nt, -0.4, 2.9, 1.1, 2.8, -6.1, 25.1*, 5.6, 8.4
- CC(=O)NNc1ncnc2c1cnn2-c1ccc(C)cc1
→ -7.0, 3.2, -8.4, -0.7, -63.2, 1.4, -16.5, -4.1, 3.5, 4.3, -85.1
- Cc1ccc(-c2c(C(=O)NCc3ccccc3)oc(=O)c3ccccc23)cc1
→ 3.1, 1.0, 9.6, 2.4, 7.3, -2.1, -1.3, -14.6, -1.2, -18.6, 23.3
- C=C(C)CN(CC)C(=O)CC1C(=O)NCCN1CC(C)(C)C (stereo unspecified)
→ -2.8, 0.1, 3.8, -0.4, 3.0, -0.2, -13.2, -1.0, -2.3, -2.5, 13.6
- CCOC(=O)CN(C(=O)CN1CCC(n2nnc3cc(C)ccc32)CC1)c1ccccc1
→ -12.3, 0.6, 13.4, -1.6, 39.4, 2.2, 17.6, -4.7, -4.2, -5.5, 21.6
- O=C(CCS(=O)(=O)c1ccccc1F)Nc1ccc(N2CCN(Cc3ccccc3)CC2)cc1
→ -0.3, -0.6, -11.2, 0.2, -31.4, 2.8, 5.4, -5.0, -10.3, 1.1, -43.8
- O=C(O)/C=C/C(=O)Nc1cccc2c1-c1ccccc1C2=O
→ 11.7, -0.8, 2.5, -2.5, 8.8, nt, -21.1, -6.8, -5.0, -9.0, 13.6
- CC(C)c1ccc(NC(=O)C2C3C=CC4(O3)C2C(=O)N(CCN2CCOCC2)C4C(=O)NC2CCCCC2)cc1 (stereo unspecified)
→ 0.1, -5.3, -2.9, 1.1, -3.9, 2.1, -15.4, -3.1, 2.6, -31.8, 3.1
- COC(=O)Nc1ccc(S(=O)(=O)NC2CCCCC2)cc1
→ -1.7, -1.9, 6.4, -0.2, 7.2, 1.4, 3.3, -6.2, 1.9, 13.3, 18.9
